# MrgX1 PAM: allosterically activates human MrgX1 receptor signaling | B-score at 10 µM | Q96LB2 | MrgX1-HEK293, Fluo-4 calcium flux, FDSS; active compounds read high | 310,000 compounds, 0.63% hits;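 active = plate-corrected calcium response at least 3 library SD above typical, normal starting fluorescence, not activating the receptor alone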;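 note: compound read alongside a low EC10 to EC30 dose of BAM8-22 agonist; peak minus trough fluorescence over baseline measured at the second addition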
# RGS4 block: inhibitors of human RGS4; HEK293 M3R/RGS4 inducible, Fluo-4 calcium flux; active compounds read high; triggered by carbachol at its EC20; 310,000 compounds, 0.45% hits; B-score at 10 µM; P49798; AID 463165;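 active = B-score, a plate-corrected calcium signal, over three deviations above library mean, with baseline fluorescence within five deviations of library mean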;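 note: RGS4 expression induced by doxycycline in cells with stable M3 receptor; B-score is computed from the integrated fluorescence ratio over baseline after carbachol; higher B-score means a larger calcium signal and so more RGS4 inhibition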
# MrgX1 antag: human MrgX1 receptor antagonism, primary screen. 310,000 compounds, 1.3% hits. MRGX1-HEK293 calcium flux, Fluo-4, BAM8-22 antagonism; active compounds read low. B-score at 10 µM. Q96LB2. AID 588676;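 active = calcium-response B-score plate-corrected more than 3 library SD below zero, starting fluorescence within 5 deviations, no agonist response on first addition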;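 note: peak minus trough fluorescence over baseline after final BAM8-22 challenge near maximal dose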
# TRPC6 act: activates the mouse TRPC6 cation channel; HEK293-TRPC6 membrane potential dye fluorescence; active compounds read high; B-score at 10 µM; AID 2550; Q61143; 310,000 compounds, 0.13% hits;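 active = B-score of the integrated fluorescence ratio above library mean plus 3 SD, and starting fluorescence ratio within library mean plus 5 SD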;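 note: higher score means more depolarization so channel activation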
# TMEM16A act: mouse TMEM16A channel activation, primary screen; HEK293 TMEM16A/YFP-H148Q/I152L, iodide quench fluorescence; active compounds read low; 340,000 compounds, 0.3% hits; B-score at 10 µM; AID 623877; Q8BHY3;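 active = fluorescence-ratio B-score plate-corrected deviation score at least 3 library SD below zero, with starting fluorescence score within 5 deviations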;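 note: channel opened by trigger with iodide after compound preincubation; score built on the fluorescence ratio of max minus min over baseline; more negative score means more quench and so TMEM16A activation or potentiation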
# Target sequence (Q8BHY3 whole entry, looked up): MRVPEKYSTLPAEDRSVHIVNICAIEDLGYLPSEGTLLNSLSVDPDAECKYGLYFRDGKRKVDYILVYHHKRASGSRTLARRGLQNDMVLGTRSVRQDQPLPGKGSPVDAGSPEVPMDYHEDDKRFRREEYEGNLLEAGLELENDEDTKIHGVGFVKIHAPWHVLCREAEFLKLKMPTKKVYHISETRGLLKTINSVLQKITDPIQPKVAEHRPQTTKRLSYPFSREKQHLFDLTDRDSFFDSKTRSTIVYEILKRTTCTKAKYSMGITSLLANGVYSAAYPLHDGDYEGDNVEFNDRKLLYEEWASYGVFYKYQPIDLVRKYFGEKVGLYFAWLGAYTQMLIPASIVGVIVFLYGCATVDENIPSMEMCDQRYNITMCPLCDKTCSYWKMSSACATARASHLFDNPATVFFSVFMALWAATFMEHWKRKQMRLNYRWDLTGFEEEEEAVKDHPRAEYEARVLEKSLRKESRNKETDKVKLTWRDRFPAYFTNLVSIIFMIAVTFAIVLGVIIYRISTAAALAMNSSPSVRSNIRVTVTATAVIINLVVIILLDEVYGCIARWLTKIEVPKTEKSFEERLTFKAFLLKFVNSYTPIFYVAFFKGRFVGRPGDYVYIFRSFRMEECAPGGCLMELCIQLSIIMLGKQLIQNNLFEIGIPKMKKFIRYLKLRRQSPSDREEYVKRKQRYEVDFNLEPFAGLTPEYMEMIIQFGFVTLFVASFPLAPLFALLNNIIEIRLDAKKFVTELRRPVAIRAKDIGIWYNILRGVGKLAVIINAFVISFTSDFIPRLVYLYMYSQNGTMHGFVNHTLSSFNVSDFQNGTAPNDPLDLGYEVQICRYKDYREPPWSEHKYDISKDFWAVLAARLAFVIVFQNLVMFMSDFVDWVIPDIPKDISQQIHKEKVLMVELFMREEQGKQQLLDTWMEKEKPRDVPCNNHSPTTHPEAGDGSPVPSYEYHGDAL
# TRPC4 potent: allosterically enhances the mouse TRPC4 cation channel | B-score at 10 µM | HEK293 TRPC4beta/mu-opioid, DAMGO EC20, Fluo-4 Ca2+ flux; active compounds read high | 310,000 compounds, 0.42% hits | Q9QUQ5 | AID 2227;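 active = B-score of calcium response area above 5 SD of library B-scores, with initial fluorescence ratio within 5 SD of library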;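 note: B-score of integrated fluorescence ratio over time as area under calcium response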
# TRPC4 block: inhibitors of mouse TRPC4 channel. Q9QUQ5. HEK293 TRPC4beta/mu-opioid, DAMGO-evoked Fluo4 calcium flux; active compounds read low. B-score at 10 µM. 300,000 compounds, 0.39% hits. AID 2247;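 active = B-score over 3 SD under the library average, no early fluorescence shift, positive overall ratio signal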
#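 Test system – stable TRPC4beta/mu-opioid receptor HEK293 cells · Probe or stimulus – DAMGO, a submaximal dose followed by a maximal one · Dosing – one concentration per compound · Signal – Fluo4 calcium fluorescence by kinetic imaging, 5 s 1 Hz baseline · Evaluation – per-well B score of integrated baseline-normalized Fluo4 ratio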
# TRPC6 inh: inhibitors of mouse TRPC6 channel; Q61143; HEK293-TRPC6, membrane potential dye, ACh-evoked depolarization; active compounds read low; B-score at 10 µM; 310,000 compounds, 1.1% hits; AID 2553;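 active = B-score under library mean minus 3 SD, initial fluorescence not abnormally high, positive integrated signal ratio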;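 note: B-score derived from integrated fluorescence ratio over the kinetic read; more negative B-score means stronger inhibition of depolarization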
# MrgX1 ag: human MrgX1 receptor agonism, primary screen; Q96LB2; MrgX1-HEK293 cells, Fluo-4 calcium fluorescence, agonist mode; active compounds read high; B-score at 10 µM; 310,000 compounds, 0.44% hits; AID 588627;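 active = calcium response B-score plate-corrected fluorescence ratio at least 3 library SD, with starting fluorescence B-score inside 5 SD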
#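 System – MrgX1-expressing HEK293 cells · Incubation – cells plated overnight, dye loaded 0.5 h 37 °C, 0.5 h room temperature · Technique – kinetic Fluo-4 NW fluorescence of intracellular calcium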
# ANO1 block: mouse TMEM16A channel inhibition, primary screen | HEK293 TMEM16A/YFP iodide influx fluorescence, ionomycin | AID 588511 | Q8BHY3 | 310,000 compounds, 1.2% hits | normalized B-score (activity score, 25-100; higher = stronger inhibition) at 10 µM;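 active = ratio plate-corrected score three or more library SD toward inhibition, starting fluorescence score within five deviations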;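 note: score derived from kinetic fluorescence span divided by baseline fluorescence per well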
# TRPC4 act: activators of mouse TRPC4 channel; Q9QUQ5; HEK293 TRPC4beta/mu-opioid, Fluo4 calcium fluorescence; active compounds read high; B-score at 10 µM; 310,000 compounds, 0.49% hits; AID 2237;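 active = B-score above 5 SD of library B-scores, and initial fluorescence ratio not above library mean plus 5 SD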;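 note: positive B-score marks a calcium rise read as TRPC4 activation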
#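 Assay system – TRPC4beta and mu-opioid receptor HEK293 stable cells · Measured by – Fluo4 fluorescence, kinetic · Schedule – dye loading 45 min room temperature, 110 s kinetic read · Read-out – B-scored integrated calcium fluorescence ratio · Controls – buffer and maximal DAMGO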
# * = called active by the depositor; i = inactive; · = no result given.
SMILES,MrgX1 PAM,RGS4 block,MrgX1 antag,TRPC6 act,TMEM16A act,TRPC4 potent,TRPC4 block,TRPC6 inh,MrgX1 ag,ANO1 block,TRPC4 act
CC(C)(C)OC(=O)N1CCC(C(=O)N[C@@H](Cc2ccccc2)C(=O)O)CC1,i,i,i,i,i,i,i,i,i,i,i
Cc1cccc(C)c1NC(=S)Nc1ccc(Cl)c(Cl)c1,i,i,i,i,i,i,i,i,32*,i,i
O=C(Nc1ccc(F)cc1)c1cc(Cl)sc1Cl,i,i,i,i,i,i,i,i,i,i,i
CN(C)/C=N/S(=O)(=O)c1cccn1-c1ncc(C(F)(F)F)cc1Cl,i,i,i,i,i,i,i,i,i,i,i
Cc1csc(SC(C)C(=O)NC2CCCCC2C)n1 (configuration not stated),i,i,i,i,i,i,i,i,i,i,i
Cc1cc(NC(=O)CCC(=O)N(Cc2ccccc2)C2(C(=O)NC3CCCCC3)CCCC2)no1,i,i,i,i,i,i,i,i,i,i,i
CCOC(=O)c1ccc(Oc2nc(OC)nc(N(C)C)n2)cc1,i,i,i,i,i,i,i,i,i,i,i
C(=N\N(c1ccccc1)c1ccccc1)/c1ccc2c(c1)OCO2,i,i,i,i,i,i,i,i,i,i,i
COc1ccc(-c2nc(CN3CCN(c4ncnc5ccccc45)CC3)c(C)o2)c(OC)c1,i,i,i,i,i,i,i,i,i,100*,i
CCOC(=O)N1CCC(N2C(=O)c3ccccc3C2Nc2cccnc2)CC1 (configuration not stated),i,i,i,i,i,i,i,i,i,i,i
CCc1ccc(C(C(=O)NCc2ccc(OC)cc2)N(CCOC)C(=O)Cc2cccs2)cc1 (configuration not stated),i,i,i,i,i,i,i,i,i,i,i
Oc1csc(Cc2nc(-c3ccc(-c4ccccc4)cc3)cs2)n1,i,i,i,i,i,i,i,i,i,i,i
COc1ccc(CNC(=O)Nc2cccc(C)c2)cc1,i,i,i,i,i,i,i,i,i,i,i
Cc1ccc(CC(=O)Nc2ccc(C(=O)N3CCCCC3)cc2)cc1,i,i,i,i,i,i,i,i,i,i,i
O=C(C1=C[C@@H](c2ccc(Br)cc2)C[C@@H](OCc2ccc(CO)cc2)O1)N1CCN(Cc2ccc3c(c2)OCO3)CC1,i,i,i,i,i,i,i,i,i,i,i
CCOc1cc(C(=O)OCC(=O)Nc2c(C)cccc2C)ccc1OCC(=O)N1CCOCC1,i,i,i,i,i,i,i,i,i,i,i
CCNc1nc(NCC)n2c(SCC(=O)Nc3ccc(OC(F)F)cc3)nnc2n1,·,i,·,i,i,i,i,i,·,·,i
CC(=O)NCCC1CCCCN1Cc1nc(Cc2cccc(C(F)(F)F)c2)no1 (configuration not stated),i,i,i,i,i,i,i,i,i,i,i
CCOC(=O)N1CCC(NC(=O)Cn2nc(-c3ccccc3)ccc2=O)CC1,i,i,i,i,i,i,i,i,i,i,i
Cc1ccc(-c2nc(-c3ccccc3)no2)cc1,i,i,i,i,i,i,i,i,i,i,i
O=C(CCc1ccccc1)Nc1ccc(F)cc1F,i,i,i,i,i,i,i,i,i,i,i
O=C(NN=C1CCCCCCC1)c1ccc(F)cc1,i,i,i,i,i,i,i,i,i,i,i
O=C1N(c2ccccc2)C(=Nc2ccccc2)SC12CC2,i,i,i,i,i,i,i,i,i,i,i
O=C(Nc1ccc2oc(-c3ccccc3F)nc2c1)c1ccc2c(c1)OCCO2,i,i,i,i,i,i,i,i,i,100*,i
COCCNc1oc(-c2ccc(F)cc2)nc1C#N,i,i,i,i,i,i,·,i,i,i,i
COc1ccccc1S(=O)(=O)CC(O)COc1ccc(C#N)cc1 (configuration not stated),i,i,i,i,i,i,i,i,i,i,i
Cc1cc(N/N=C/c2ccco2)c2ccccc2n1,i,i,i,i,i,i,i,i,i,i,i
Cc1nnc(N/N=C/c2cccc(OCc3ccc(Cl)c(Cl)c3)c2)n1N,i,i,i,i,i,i,i,i,i,i,i
COc1ccc(/C=N/OCC(=O)Nc2ccc3c(c2)OCO3)c(OC)c1,i,i,i,i,i,i,i,i,i,i,i
C=CCN(CC(=O)Nc1c(C)cccc1CC)C(=O)SCCC,i,i,i,i,i,i,i,i,i,i,i
O=C(CC(=O)Nc1cccc(Cl)c1Cl)Nc1cccc(Cl)c1Cl,i,i,i,i,i,i,i,i,i,i,i
COc1ccccc1CN1CCNC(=O)C1CC(=O)NCCOc1cccnc1 (configuration not stated),i,i,i,i,i,i,i,i,i,i,i
Cc1ccc(OCc2cc(C(=O)N(C)CCc3nc4ccccc4[nH]3)no2)cc1C,·,i,·,i,i,i,-6*,i,·,·,i
Cc1ccc(NC(=O)C2CCCN2C(=O)NC2CCCCC2)cc1C (configuration not stated),i,i,i,i,i,i,i,i,i,i,i
O=C(COc1ccccc1)N1N=C(c2cccnc2)CC1(O)C(F)(F)F (configuration not stated),i,i,i,i,i,i,i,i,i,i,i
COc1ccc(C(=O)COC(=O)COc2ccc(C)c(C)c2)cc1,i,i,i,i,i,i,i,i,i,i,i
COc1ccc(S(=O)(=O)N2CCCCC2C)cc1 (configuration not stated),i,i,i,i,i,i,i,i,i,i,i
COc1cc(C(=O)NCc2nnc(SCC(=O)NCCc3ccccc3)o2)cc(OC)c1OC,i,i,i,i,i,i,i,i,i,i,i
CC(CCc1ccccc1)NC(=O)c1ccccc1Cl (configuration not stated),i,i,i,i,i,i,i,i,i,i,i
CCOC(=O)c1ccccc1NC(=S)N1CCC(N2CCCCC2)CC1,i,i,i,i,i,i,i,i,i,i,i
CCc1nnc(NC(=O)c2ccc(S(=O)(=O)N(CC)CC)cc2)s1,i,i,i,i,i,i,i,i,i,i,i
CCc1cccc2c1NC(=O)C2(O)CC(=O)c1cccs1 (configuration not stated),i,i,i,i,i,i,i,i,i,i,i
N/C(=N\OC(=O)c1cc(Cl)ccc1Cl)c1cccnc1,i,i,i,i,i,i,i,i,i,i,i
CCC(C)N1C(=O)CCC1C(=O)NCCc1ccc(Cl)cc1 (configuration not stated),i,i,i,i,i,i,i,i,i,i,i
O=C(N/C(=C/c1cccnc1)C(=O)N1CCOCC1)c1ccco1,i,i,i,i,i,i,i,i,i,i,i

# Structures above that bear a hit mark in MrgX1 ag.
SMILES	RGS4 block	MrgX1 antag	TRPC6 act	TMEM16A act	TRPC4 potent	MrgX1 ag	TRPC4 act
Cc1cccc(C)c1NC(=S)Nc1ccc(Cl)c(Cl)c1	i	i	i	i	i	32*	i

# (continued)
SMILES,MrgX1 PAM,RGS4 block,MrgX1 antag,TRPC6 act,TMEM16A act,TRPC4 potent,TRPC4 block,TRPC6 inh,MrgX1 ag,ANO1 block,TRPC4 act
C[N+]1(C2CCC3CCCC2C3O)CCCCC1 (configuration not stated),i,i,i,i,i,i,i,i,i,i,i
O=C(Cc1ccccc1)NC(=S)Nc1ccc2oc(-c3ccccc3)nc2c1,i,i,i,i,·,i,i,i,i,i,i
CC(=O)Nc1ccc(N(C(=O)c2ccco2)C(C(=O)NC2CCCC2)c2ccc(N(C)C)cc2)cc1 (configuration not stated),i,i,i,i,i,i,i,i,i,i,i
COCCNC(=O)CNC(c1ccccc1)c1ccccc1,i,i,i,i,·,i,·,i,i,i,i
O=C(NC1CCC(CC2CCC(NC(=O)C(Cl)Cl)CC2)CC1)C(Cl)Cl (configuration not stated),i,i,i,i,i,i,i,i,i,i,i
CCn1c(=O)cc(O)c2c(=O)n(C)c(=O)n(C)c21,i,i,i,i,i,i,i,i,i,i,i
O=C(O)c1ccc(S(=O)(=O)N(Cc2ccccc2)C2CCCCC2)cc1,i,i,i,i,i,i,i,i,i,i,i
O=C(O)CCN1C(=O)c2ccc(NC(=O)Cc3ccc(Cl)cc3)cc2C1=O,i,i,i,i,i,i,i,i,i,i,i
CCC(CC)C(=O)Nc1ccc(C)c(O)c1,i,i,i,i,-9.6*,i,i,i,i,i,i
NCc1oc(-c2ccccc2)cc1C(=O)O,i,i,i,i,i,i,i,i,i,i,i
CC(C)c1ccccc1NC(=O)COC(=O)CNC(=O)c1ccc(Br)cc1,i,i,i,i,i,i,i,i,i,i,i
CC1CN(C(=O)CCC(=O)NCc2cccnc2)c2ccccc2O1 (configuration not stated),i,i,i,i,i,i,i,i,i,i,i
Cc1c(Cl)cccc1NC(=O)CNc1ccccc1F,i,i,i,i,i,i,i,i,i,i,i
Cc1noc(C)c1C(=O)N(C)Cc1ccccc1,i,i,i,i,i,i,i,i,i,i,i
Cc1cc(NC(=O)c2ccccc2)ccc1NC(=O)c1ccccc1Cl,i,i,i,i,i,i,i,i,i,i,i
CCOc1ccc2nc(SCc3ccc(C(=O)OC)o3)[nH]c2c1,i,i,i,i,i,i,i,i,i,i,i
COc1ccc(/C=C/C(=O)Oc2ccc(/C=N\NC(=O)c3ccc(F)cc3)cc2)cc1,i,i,i,i,i,i,i,i,i,i,i
Cc1cc(C)cc(N(CC(=O)Nc2c(C)n(C)n(-c3ccccc3)c2=O)S(C)(=O)=O)c1,i,i,i,i,i,i,i,i,i,i,i
COc1cc(Nc2cc(C)nc3ncnn23)cc(OC)c1,i,i,i,i,i,i,i,i,i,i,i
Cc1cccc(OCc2nc(-c3nonc3N)no2)c1C,i,i,i,i,i,i,i,i,i,i,i
Cc1cccc(OCC(=O)Nc2nnc(S(=O)(=O)N3CCCCCC3)s2)c1,i,i,i,i,i,i,i,i,i,i,i
CC(=O)N/C(=N/c1nc(C)cc(C)n1)Nc1cc(C)cc(C)c1,i,i,i,i,i,i,i,i,i,i,i
CCN(CC)S(=O)(=O)c1ccc(NC(=O)COC(=O)c2cnc(C)cn2)cc1,i,i,i,i,i,i,i,i,i,i,i
COc1ccc(Cl)cc1/C=N/NC(=O)c1c(-c2ccccc2)noc1C,i,i,i,i,i,i,i,i,i,i,i
N=c1c2c(n(Cc3ccc(Br)cc3)c3c1CCC3)CCCC2,i,i,i,i,i,i,i,i,i,i,i
COC(=O)CSc1nc2ccccc2n1CC(=O)N(C(C)C)C(C)C,i,i,i,i,i,i,i,i,i,i,i
